KB-V1 MDR tox: KB-V1 MDR subline cytotoxicity | KB-V1 MDR cells viability, CellTiter-Glo, 72 h | Potency, µM (top dose mostly 46.1 µM), for inactives: top-dose activity change, negative = cytotoxicity, usual class: cytotoxic | actives 3.4% (n = 400,000) | AID 1347076; further: potency means the concentration at half of the fitted maximal effect; on the % scale 0 is the no-effect control and ±100 the full control effect; nearly all actives have a fitted effect of over 60% in size
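Compound-treated KB-V1 multidrug-resistant cells, 72 h, 37 degrees C; viability by CellTiter-Glo. Fitted qHTS curves give the values.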
MCF10A rereplic: induces DNA re-replication in MCF 10a normal breast cells; actives 2.9% (n = 350,000); AID 624296; MCF 10A DNA re-replication, Hoechst nuclear intensity, 48 h; Potency, µM (series often up to 46.1 µM), without a hit: top-dose activity, positive = re-replication, usual class: activators; further: potency means the concentration at half of the fitted maximal effect; % of control where 0% means no effect; nearly all actives have a fitted effect of over 50% in size
HT1080-NT tox: kills 2HG-producing HT-1080-NT fibrosarcoma cells. HT-1080-NT fibrosarcoma viability, CellTiter-Glo ATP luminescence, 48 h. Potency, µM (highest dose often 46.1 µM), for the others: top-dose activity, negative = less viability, most hits filed as cytotoxic. actives 1.6% (n = 360,000);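 further: NT is the 2HG producing partner of a matched IDH1 knockdown line; potency means the concentration at half of the fitted maximal effect; 0% = DMSO-treated cells and -100% = media-only wells without cells; nearly all actives have a fitted effect of over 55% in size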
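Viability by CellTiter-Glo luminescence after 48 h compound exposure at 37C of HT-1080-NT cells (750/well, RPMI, 5% FBS). % activity scaled between DMSO wells and medium-only wells, then curve-fitted and categorized by curve class.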
SW480 rereplic: inducers of DNA re-replication in SW480 colon cancer cells; actives 1.8% (n = 340,000); AID 624297; SW480 DNA re-replication, Hoechst DNA content imaging, 48 h; Potency, µM (series often up to 46.1 µM), for inactives: top-dose re-replication activation, actives largely listed as activators; further: potency means the concentration at half of the fitted maximal effect; % of control where 0% means no effect; nearly all actives have a fitted effect of over 55% in size
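Image-based DNA-content assay: after two days of treatment, nuclei were labelled with the DNA dye Hoechst and imaged, and hits were compounds raising the count of nuclei showing high fluorescence intensity.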
S2 tox: cell viability loss in ATXN counter-screen; S2 cells (HEK-293 line with an ATXN2-luciferase reporter) viability, CellTiter-Fluor protease fluorescence, 24 h; Potency, µM (doses to about 56.7 µM), actives largely listed as cytotoxic; actives 0.49% (n = 400,000); AID 651635; further: potency means the concentration at half of the fitted maximal effect; nearly all actives have a fitted effect of over 40% in size
ATXN2 expr inh: inhibitors of ATXN2 expression; HEK-293 ATXN2-luciferase reporter, luminescence, 24 h; Potency, µM (top dose mostly 57 µM), for the others: at the highest dose activity change, negative = inhibition, usual class: inhibitors; actives 0.72% (n = 360,000); AID 1745845; further: potency means the concentration at half of the fitted maximal effect; on the % scale 0 is the no-effect control and ±100 the full control effect; nearly all actives have a fitted effect of over 55% in size
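qHTS (up to 57 uM final) was run with 24 h compound exposure of reporter cells at 37 °C. Each well was multiplexed: SteadyGlo luminescence measured ATXN2-luciferase expression after a fluorogenic Gly-Phe-AFC viability readout (25 uM final).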
HT1080 IDH1KD tx: toxicity to HT-1080 IDH1 knockdown cells (counter line); HT-1080 IDH1 knockdown viability, ATP luminescence, 48 h; Potency, µM (doses to about 46.1 µM), without a hit: top-dose activity, negative = toxicity, usual class: cytotoxic; actives 2% (n = 360,000); AID 686971;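 further: potency means the concentration at half of the fitted maximal effect; 0% = DMSO wells and -100% = cell-free medium wells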
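In this qHTS, HT-1080 cells depleted of IDH1 are exposed for 48 h at 37 °C to compound titrations. Toxicity is scored from CellTiter-Glo luminescence, with DMSO as full viability and medium alone as none.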
KB-3-1 cytotox: KB-3-1 parental cell cytotoxicity. KB-3-1 viability, CellTiter-Glo ATP luminescence, 72 h. actives 1.4% (n = 400,000). Potency, µM (series often up to 46.1 µM), without a hit: at the top dose activity change, negative = cytotoxic, hits mostly cytotoxic; further: potency means the concentration at half of the fitted maximal effect; on the % scale 0 is the no-effect control and ±100 the full control effect; nearly all actives have a fitted effect of over 60% in size
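Multi-concentration cytotoxicity screen in KB-3-1 cells grown in DMEM lacking phenol red with 10% FBS. After 72 h at 37 °C with compound, ATP-dependent luminescence was recorded.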
IL-1B inflam inh: blocks inflammasome-driven IL-1 beta release. THP-1 LPS/ATP IL-1B secretion, AlphaLISA, 16 h; stronger effect = lower value. activity change, % at 57.5 µM. actives 4.7% (n = 360,000). AID 743279; in the data active means activity change below about -50%; inconclusive means mostly about -30% to -49%; further: on the % scale 0 is the no-effect control and ±100 the full control effect
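THP-1 cells pretreated 1 hr with compounds (up to 57.5 uM final), then stimulated with LPS (250 ng/mL final) plus ATP (1.25 mM final); secreted IL-1B measured by AlphaLISA after 16 hr, decreased signal indicating inhibition.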
Numbers without * were called inactive; [ ] = another dose, or the depositor's remark. Unless noted, the call rests on the fitted dose curve; in most records, active means well fitted curve in the direction sought with a large enough effect; inconclusive means small, poorly fitted or top-dose-only effect, or another doubt; inactive means no such curve, though single readings can be large; an effect the other way counts as inactive or inconclusive. Rows are unselected; any-hit rate near 11%.

Screening Cc1cc(OCC(=O)NC(C)C)ccc1Cl returned KB-V1 MDR tox -16%, MCF10A rereplic -16%, HT1080-NT tox 14%, SW480 rereplic 14%, S2 tox inactive, ATXN2 expr inh 14%, HT1080 IDH1KD tx 2%, KB-3-1 cytotox 0% and IL-1B inflam inh -5.
For CC1C(=O)CCN(C(C)C)C1C (stereo unspecified) the results were KB-V1 MDR tox -4%, MCF10A rereplic -2%, HT1080-NT tox 9%, SW480 rereplic 1%[9.22 µM], S2 tox inactive, ATXN2 expr inh 7%, HT1080 IDH1KD tx 17%, KB-3-1 cytotox -4% and IL-1B inflam inh -6.
Screening CCc1cccc(CC)c1NC(=O)Cn1nnc2sc3c(c2c1=O)CCCC3 returned KB-V1 MDR tox -9%, S2 tox inactive, ATXN2 expr inh 4% and KB-3-1 cytotox 0%.
For C=CCNc1nc(NCCN2CCOCC2)nc(N2CCOCC2)n1 the results were KB-V1 MDR tox 0%, MCF10A rereplic -4%, HT1080-NT tox 0%, SW480 rereplic -1%, S2 tox inactive, ATXN2 expr inh -3%, HT1080 IDH1KD tx 2%, KB-3-1 cytotox 15% and IL-1B inflam inh 41.
Screening COc1ccc(C(=O)COC(=O)Cn2nnc3ccccc32)cc1Br returned KB-V1 MDR tox -9%, MCF10A rereplic -1%, HT1080-NT tox -4%, SW480 rereplic -2%, S2 tox inactive, ATXN2 expr inh -3%, HT1080 IDH1KD tx -12%, KB-3-1 cytotox 15% and IL-1B inflam inh 6.
For CN(C)CCNCc1ccccc1OC1CCCC1 the results were KB-V1 MDR tox 0%, MCF10A rereplic -3%, HT1080-NT tox 3%, SW480 rereplic -13%, S2 tox inactive, ATXN2 expr inh -2%, HT1080 IDH1KD tx -3%, KB-3-1 cytotox -4% and IL-1B inflam inh -12.
For O=C(NCc1ccc(F)cc1)c1cc(C2CCCCN2C(=O)CCc2ccccc2)on1 (stereo unspecified) the results were KB-V1 MDR tox -1%, HT1080-NT tox 4%, S2 tox inactive, ATXN2 expr inh -5%, HT1080 IDH1KD tx -4%, KB-3-1 cytotox 0% and IL-1B inflam inh -19.
`CCCC(=O)Nc1cccc(NC(=O)c2ccccc2Br)c1` gave KB-V1 MDR tox -14%, MCF10A rereplic inconclusive, HT1080-NT tox 6%, SW480 rereplic -10%, S2 tox inactive, ATXN2 expr inh 8%, HT1080 IDH1KD tx -3%, KB-3-1 cytotox -5% and IL-1B inflam inh -3.
Screening NC(=O)C1CCN(C(=O)C23CC4CC(CC(C4)C2)C3)CC1 returned KB-V1 MDR tox 7%, MCF10A rereplic 1%, HT1080-NT tox 1%, SW480 rereplic 3%, S2 tox inactive, ATXN2 expr inh 1%, HT1080 IDH1KD tx 0%, KB-3-1 cytotox 24% and IL-1B inflam inh 5.
Screening CCN(CC)CC(=O)n1c2c(c3ccccc31)CCCC2 returned KB-V1 MDR tox 8%, MCF10A rereplic -1%, HT1080-NT tox -1%, SW480 rereplic -6%, S2 tox inactive, ATXN2 expr inh -7%, HT1080 IDH1KD tx 2%, KB-3-1 cytotox 6% and IL-1B inflam inh -7.
COc1ccc(S(=O)(=O)N2CCC(O)(c3ccc4c(c3)OCO4)CC2)cc1 was read as KB-V1 MDR tox -26%, MCF10A rereplic 7%, HT1080-NT tox -2%, SW480 rereplic -1%, S2 tox inactive, ATXN2 expr inh 0%, HT1080 IDH1KD tx 0%, KB-3-1 cytotox 3% and IL-1B inflam inh 10.
Screening CCOC(=O)Cc1csc(NC(=O)c2ccc3ccccc3n2)n1 returned KB-V1 MDR tox inconclusive, MCF10A rereplic 16%, HT1080-NT tox 9%, SW480 rereplic 4%, S2 tox inactive, ATXN2 expr inh -11%, HT1080 IDH1KD tx -1%, KB-3-1 cytotox 5% and IL-1B inflam inh 19.
`COC(=O)[C@@H](NCc1cccc(CN[C@H](C(=O)OC)C(C)C)c1)C(C)C` gave KB-V1 MDR tox 20%, MCF10A rereplic -14%, HT1080-NT tox 4%, SW480 rereplic 12%, S2 tox inactive, ATXN2 expr inh 6%, HT1080 IDH1KD tx 6%, KB-3-1 cytotox 23% and IL-1B inflam inh 3.
COc1ccccc1NC(=O)CSc1ncc2c(n1)-c1cc(Cl)ccc1N(Cc1ccccc1)S2(=O)=O was read as KB-V1 MDR tox -23%, S2 tox inactive, ATXN2 expr inh 2% and KB-3-1 cytotox -6%.
For CC1CCC(NC(=O)Cn2ncc3ccccc32)CC1 (stereo unspecified) the results were KB-V1 MDR tox -1%, MCF10A rereplic -3%, HT1080-NT tox 0%, SW480 rereplic -1%, S2 tox inactive, ATXN2 expr inh 35%[activator], HT1080 IDH1KD tx 10%, KB-3-1 cytotox -1% and IL-1B inflam inh -4.
For CCOC(=O)C(CC)n1cnc2c(nnn2-c2ccc(C)cc2)c1=O (stereo unspecified) the results were KB-V1 MDR tox -47%, MCF10A rereplic 14%, HT1080-NT tox 13%, SW480 rereplic 1%, S2 tox inactive, ATXN2 expr inh 0%, HT1080 IDH1KD tx -2%, KB-3-1 cytotox 1% and IL-1B inflam inh 13.
Screening CN(C)S(=O)(=O)Nc1ccccc1F returned KB-V1 MDR tox 3%, MCF10A rereplic 5%, HT1080-NT tox 12%, SW480 rereplic -1%, S2 tox inactive, ATXN2 expr inh -5%, HT1080 IDH1KD tx 12%, KB-3-1 cytotox 4% and IL-1B inflam inh -3.
Screening CC(NC(=O)c1ccc(Nc2nc3ccccc3n3nnnc23)cc1)c1ccccc1 (stereo unspecified) returned KB-V1 MDR tox 3%, S2 tox inactive, ATXN2 expr inh -4% and KB-3-1 cytotox 0%.
For COc1ccccc1OCCC(=O)OCC(=O)NCc1ccccc1 the results were KB-V1 MDR tox 2%, MCF10A rereplic 2%, HT1080-NT tox 8%, SW480 rereplic -1%, S2 tox inactive, ATXN2 expr inh -5%, HT1080 IDH1KD tx 10%, KB-3-1 cytotox 0% and IL-1B inflam inh 18.
Screening c1ccc2c(c1)CCCN2Cc1nnc2n1CCCCC2 returned KB-V1 MDR tox 2%, MCF10A rereplic -2%, HT1080-NT tox 8%, SW480 rereplic 2%, S2 tox inactive, ATXN2 expr inh 0%, HT1080 IDH1KD tx 2%, KB-3-1 cytotox -1% and IL-1B inflam inh 2.

2 records drawn at random from the list so far:
For CCOC(=O)C(CC)n1cnc2c(nnn2-c2ccc(C)cc2)c1=O (stereo unspecified) the results were KB-V1 MDR tox -47%, MCF10A rereplic 14%, HT1080-NT tox 13%, SW480 rereplic 1%, S2 tox inactive, ATXN2 expr inh 0%, HT1080 IDH1KD tx -2%, KB-3-1 cytotox 1% and IL-1B inflam inh 13.
COc1ccccc1NC(=O)CSc1ncc2c(n1)-c1cc(Cl)ccc1N(Cc1ccccc1)S2(=O)=O was read as KB-V1 MDR tox -23%, S2 tox inactive, ATXN2 expr inh 2% and KB-3-1 cytotox -6%.

The results go on.
Screening Cc1ccc(OCC(=O)Nc2cccc(C)n2)c(C)c1 returned KB-V1 MDR tox -15%, MCF10A rereplic 0%, HT1080-NT tox -1%, SW480 rereplic -1%, S2 tox inactive, ATXN2 expr inh 55%[activator], HT1080 IDH1KD tx -5%, KB-3-1 cytotox -8% and IL-1B inflam inh -26.
For O=C(C1COc2ccccc2O1)N1CCOCC1 (stereo unspecified) the results were KB-V1 MDR tox -6%, MCF10A rereplic inconclusive, HT1080-NT tox -3%, SW480 rereplic 21%, S2 tox inactive, ATXN2 expr inh inconclusive, HT1080 IDH1KD tx -8%, KB-3-1 cytotox -3% and IL-1B inflam inh 5.
`CC1(C(=O)NCc2ccc3c(c2)OCO3)CCN1C(=O)CCc1ccc(Cl)cc1Cl` (stereo unspecified) gave KB-V1 MDR tox -1%, HT1080-NT tox -17%, S2 tox inactive, ATXN2 expr inh inconclusive, HT1080 IDH1KD tx inconclusive, KB-3-1 cytotox 0% and IL-1B inflam inh -15.
Screening CCOC(=O)N1N=C(c2ccccc2)CC1(O)C(F)(F)F (stereo unspecified) returned KB-V1 MDR tox 0%, MCF10A rereplic 1%, HT1080-NT tox 3%, SW480 rereplic 3%, S2 tox inactive, ATXN2 expr inh 65%[activator], HT1080 IDH1KD tx 1%, KB-3-1 cytotox -1% and IL-1B inflam inh 0.
For Cc1cc(N2CCOCC2)n2nc(C(F)(F)F)c(-c3ccccc3)c2n1 the results were KB-V1 MDR tox 10%, MCF10A rereplic -9%, HT1080-NT tox 20%, SW480 rereplic -5%, S2 tox inactive, ATXN2 expr inh 7%, HT1080 IDH1KD tx 8%, KB-3-1 cytotox 2% and IL-1B inflam inh 8.
`COCCN(C(=O)CCC(=O)Nc1cccnc1)C(C(=O)NC1CCCCC1)c1ccccc1` (stereo unspecified) gave KB-V1 MDR tox 6%, MCF10A rereplic 12%, HT1080-NT tox -12%, SW480 rereplic 3%, S2 tox inactive, ATXN2 expr inh 123%[activator], HT1080 IDH1KD tx -5%, KB-3-1 cytotox -12% and IL-1B inflam inh -27.
`CCc1nc2c(OCc3ccccc3C(=O)OC)cccn2c1N(C)C(=O)c1cccc(OC)c1` gave KB-V1 MDR tox inconclusive, HT1080-NT tox -4%, S2 tox inconclusive, ATXN2 expr inh -16%, HT1080 IDH1KD tx 1%, KB-3-1 cytotox inconclusive and IL-1B inflam inh -3.
Nc1ccc2nn(-c3ccccc3)nc2c1 was read as KB-V1 MDR tox -2%, MCF10A rereplic 18µM*, HT1080-NT tox -6%, SW480 rereplic 15µM*, ATXN2 expr inh 27%, HT1080 IDH1KD tx -13%, KB-3-1 cytotox 9% and IL-1B inflam inh 15.
Cc1cc(C)nc(-n2nc(C)cc2NC(=O)CNC2CCCCC2)n1 was read as KB-V1 MDR tox -2%, MCF10A rereplic 6%, HT1080-NT tox -8%, SW480 rereplic -3%, S2 tox inactive, ATXN2 expr inh -9%, HT1080 IDH1KD tx -4%, KB-3-1 cytotox -2% and IL-1B inflam inh -1.

Source: PubChem
